TDP2 inh – human TDP2 enzyme inhibitors, primary screen, biochemical, epi absorbance, recombinant enzyme | hit rate 0.34% among 370,000 | T5PNP hydrolysis, p-nitrophenol absorbance 415 nm | inhibition, % at 12.8 µM | AID 720702, 2013;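 active = inhibition above the mean of all tested compounds plus 3 SD, set per campaign, cut at about 25% in these data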;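 note: 0% = DMSO with enzyme and 100% = buffer with substrate but no TDP2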
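System: recombinant human TDP2 / Amount: 120 nM TDP2 per well / Also added: 5 mM T5PNP chromogenic substrate / Doses: 12.8 µM single point, 1% DMSO / Incubation: 2 h at 37 °C / Detection: p-Nitrophenol epi absorbance / Evaluation: % inhibition relative to enzyme-containing and enzyme-free wells / Repeats: singlicate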
PG9 Ab binder – binders of HIV-1 gp120 antibody PG9, primary screen, biochemical, TR-FRET; TR-FRET gp120-PG9 antibody binding; inhibition, % at 6.7 µM; hit rate 0.43% among 360,000; AID 624416, 2012; in the data active = inhibition above about 8.5%
SIAE inh – human SIAE inhibitors, primary screen, biochemical, fluorescence polarization, FP-Rh probe, 1536-well HTS; Sialate O-acetylesterase (Homo sapiens), Q9HAT2; AID 1053197, 2014; inhibition, % at 9.66 µM; SIAE FP-Rh probe binding; hit rate 0.69% among 370,000;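 active = inhibition above a cutoff: mean of compounds within the control limits plus 3 SD of those, cut at about 17% in these data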;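 note: 0% = plate median of compound wells and 100% = probe without SIAE protein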
Target sequence (Q9HAT2 whole entry, looked up): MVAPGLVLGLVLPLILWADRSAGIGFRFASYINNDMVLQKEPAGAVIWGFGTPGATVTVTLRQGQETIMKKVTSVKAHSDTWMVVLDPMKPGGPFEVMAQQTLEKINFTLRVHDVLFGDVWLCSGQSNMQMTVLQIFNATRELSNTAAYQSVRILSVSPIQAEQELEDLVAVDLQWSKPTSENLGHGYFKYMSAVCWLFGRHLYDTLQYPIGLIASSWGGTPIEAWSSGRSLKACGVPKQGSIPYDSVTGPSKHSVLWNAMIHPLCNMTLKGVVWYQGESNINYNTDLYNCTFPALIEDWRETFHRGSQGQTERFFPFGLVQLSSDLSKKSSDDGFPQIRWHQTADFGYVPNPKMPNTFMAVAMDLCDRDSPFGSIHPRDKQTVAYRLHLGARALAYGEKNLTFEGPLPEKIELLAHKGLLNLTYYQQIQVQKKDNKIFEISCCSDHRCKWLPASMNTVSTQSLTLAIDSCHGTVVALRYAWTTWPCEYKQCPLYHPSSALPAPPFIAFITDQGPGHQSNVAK
ABHD4 inh – ABHD4 inhibitors, primary screen, biochemical, fluorescence polarization, mouse. inhibition, % at 8.92 µM. (Lyso)-N-acylphosphatidylethanolamine lipase (Mus musculus), Q8VD66. purified mABHD4, FP-Rh probe fluorescence polarization. hit rate 0.54% among 370,000. AID 720543, 2013;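 active = inhibition exceeding the mean over every tested compound plus 3 SD, cut at about 30% in these data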;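 note: 0% = plate median of compound wells and 100% = S159A mutant with DMSO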
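Assay system: wild-type mouse ABHD4 protein; compound: single nominal dose of 8.92 µM, 0.89% DMSO final; schedule: 45 min + 60 min at 25 °C; measured by: FP readout, ex 525 nm / em 598 nm; evaluation: % inhibition of FP-Rh probe binding versus controls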
HTRA1 inh – HTRA1 serine protease inhibitors, primary screen, biochemical, fluorescence polarization, HTS; recombinant HTRA1, FP-rhodamine activity-based probe; inhibition, % at 5.96 µM; hit rate 0.5% among 340,000; Q92743; in the data active = inhibition above about 36%;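 note: 0% = enzyme with DMSO and 100% = wells lacking enzyme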
UHRF1 MBD2 ctr – UHRF1 methylated DNA binding inhibitors, primary screen, counter-screen for MBD2 inhibitor project, biochemical, TR-FRET, human UHRF1, single concentration | E3 ubiquitin-protein ligase UHRF1 (Homo sapiens), Q96T88 | UHRF1 binding to methylated oligo | hit rate 0.75% among 370,000 | AID 687016, 2013 | inhibition, % at 4.4 µM; in the data active = inhibition above about 21%;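 note: UHRF1 SRA domain binding a hemimethylated CpG hairpin DNA probe; 0% = median of test compound wells and 100% = reference inhibitor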
PRMT1 FP inh – PRMT1 methyltransferase inhibitors, primary screen, biochemical, fluorescence polarization; hit rate 1.3% among 370,000; inhibition, % at 2.79 µM; recombinant PRMT1, activity-based probe fluorescence polarization; Protein arginine N-methyltransferase 1 (Homo sapiens), Q99873;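 active = inhibition above about 21% made by adding two undisclosed values, limit read from the data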
Target sequence (Q99873 whole entry, looked up): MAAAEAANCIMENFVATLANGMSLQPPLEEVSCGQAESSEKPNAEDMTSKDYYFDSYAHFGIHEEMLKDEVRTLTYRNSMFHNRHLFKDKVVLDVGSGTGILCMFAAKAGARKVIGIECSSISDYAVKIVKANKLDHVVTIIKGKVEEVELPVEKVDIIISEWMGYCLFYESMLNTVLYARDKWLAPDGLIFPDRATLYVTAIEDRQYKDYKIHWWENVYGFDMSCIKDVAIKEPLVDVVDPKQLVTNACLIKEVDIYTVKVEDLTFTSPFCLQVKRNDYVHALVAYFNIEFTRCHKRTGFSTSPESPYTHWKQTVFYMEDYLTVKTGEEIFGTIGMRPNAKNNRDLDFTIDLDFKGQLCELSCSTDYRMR
Tn7 DDE FP – inhibitors of Tn7 peptide binding to fibrin DD(E), primary screen, biochemical, fluorescence polarization, human fibrin, Tn7 probe | inhibition, % at 8.3 µM | hit rate 0.13% among 370,000 | FP displacement of FITC-Tn7 peptide from fibrin DD(E); 0% = median of compound wells per plate | Fibrinogen beta chain (Homo sapiens), P02675;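 active = inhibition above the mean of compounds falling within the control limits plus 3 SD of them, cut at about 14% in these data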;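 note: 0% = plate median of compound wells and 100% = 10 µM Aha-Tn7 peptide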
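Test system: human clot-derived fibrin DD(E) complex / Quantity: 2 µM final DD(E) protein / Incubation: 10 min plus 3 h, room temperature / Measured by: fluorescence polarization / Benchmarks: high control of 10 µM Aha-Tn7 peptide / Replicates: singlicate testing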
LEDGF integ inh – blockers of LEDGF/p75-dependent integrase strand transfer – biochemical, TR-FRET, high throughput, primary screen | inhibition, % at 3.7 µM | HIV-1 integrase (with human LEDGF/p75) | TR-FRET IN-LEDGF/p75 DNA integration, Eu/Cy5 | hit rate 0.64% among 370,000;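 active = inhibition above the screen-wide mean plus 3 SD, cut at about 13% in these data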;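 note: signal is the Cy5 over europium emission ratio at 671 and 618 nm; 0% = plate median of compound wells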
TCR-CD3 inh – inhibitors of human TCR-CD3 interaction, primary screen, biochemical, fluorescence, TAMRA-labeled TCR probe | hit rate 0.37% among 360,000 | inhibition, % at 9.4 µM | AID 651800, 2012; in the data active = inhibition above about 19%;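 note: recombinant mutant TCR 2C K166C tagged with TAMRA read by polarization; 0% = receptor in buffer alone and 100% = receptor with positive control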
Active calls of the source: *; . = no result given.

Values run as follows: TDP2 inh	PG9 Ab binder	SIAE inh	ABHD4 inh	HTRA1 inh	UHRF1 MBD2 ctr	PRMT1 FP inh	Tn7 DDE FP	LEDGF integ inh	TCR-CD3 inh
- COc1ccc(Br)cc1CN1CCN(C(=O)c2cccc(OC)c2OC)CC1
→ -2	0.7	7	0	3	0	-2	2	-2	7
- COCc1nnc(SCC(=O)NC(C)c2ccccc2)n1-c1ccccc1 (centres undefined)
→ 1	-2.1	8	-6	3	0	-1	6	-4	4
- O=C(NC1CCCCC1)C(c1ccc2ncccc2c1)N(Cc1ccc2c(c1)OCO2)C(=O)c1cccs1 (centres undefined)
→ -6	2.0	-3	2	1	-3	0	2	-1	-3
- Cc1onc(-c2c(F)cccc2Cl)c1C(=O)NCc1ccco1
→ -7	2.0	3	0	-3	0	-1	7	1	-8
- Cc1cnc(C(=O)OCc2nc3ccsc3c(=O)[nH]2)cn1
→ -13	0.5	-3	5	-1	-3	4	2	3	28*
- CNC(=O)c1c(NC(=O)c2ccc(S(=O)(=O)N(C)c3ccccc3)cc2)sc2c1CCN(C(C)C)C2
→ -5	-0.4	1	-6	.	0	-7	1	1	4
- Cc1ccc(C)c(OCC(=O)NCCNC(=O)COc2cc(C)ccc2C)c1
→ 12	2.3	8	3	-6	3	1	5	-1	3
- O=C/C(=C\Nc1ccccn1)c1nc2cc(Cl)ccc2o1
→ -16	0.6	3	10	18	-2	0	-5	0	-2
- COc1ccc(C)cc1NC(=O)C1CCN(S(=O)(=O)c2ccc3c(c2)C(C)(C)C(=O)N3C)CC1
→ -3	0.0	4	3	6	-3	1	3	1	0
- CC(C)CNS(=O)(=O)CC1NCc2cc3c(cc21)OCO3 (centres undefined)
→ 0	.	2	3	.	1	5	-6	1	.
- COc1cc(CN2CCC(C(=O)NC(c3ccccc3)c3ccsc3)CC2)cc(OC)c1 (centres undefined)
→ -9	-1.2	2	1	.	0	-2	0	5	2
- CC/C(O)=C1\C(=O)CC(c2ccccc2)CC1=NCCc1c(C)[nH]c2ccc(C)cc12 (centres undefined)
→ -2	-0.4	-3	-3	0	0	1	-3	3	7
- O=C(Cc1ccccc1)NC(Nc1cccc2ccccc12)C(Cl)(Cl)Cl (centres undefined)
→ -1	-2.6	-2	-8	-9	1	-2	-1	-1	6
- C=CCn1c(SCC(=O)Nc2nnc(CC)s2)nnc1-c1ccncc1
→ 9	0.0	9	-3	4	-4	-1	2	-1	-3
- Cc1cc(-c2nnc3sc(-c4ccc(Cl)cc4Cl)nn23)n[nH]1
→ 7	6.5	-9	0	1	-3	-3	-6	-2	-2
- NC(=O)CCN1CCN(C(=O)c2ccc3nc(Cc4cccc(Cl)c4)oc3c2)CC1
→ -7	2.1	-4	11	8	2	6	-1	-1	0
- O=C(NCc1ccccc1)[C@H]1CCCN1C(=O)[C@H]1CCCN1C(=O)N1CCOCC1
→ -5	-0.9	-4	-11	.	-3	-1	5	4	5
- C=CCSc1n[nH]c(=O)n1-c1cccc(C(F)(F)F)c1
→ 1	0.2	-3	2	-4	0	0	-4	6	5
- CCc1nc2c(OCc3ccc(F)c(F)c3)cccn2c1N(C)C(=O)c1ccncc1
→ 6	1.9	12	10	.	-1	4	0	-3	-4
- O=c1[nH]c(C2CCN(S(=O)(=O)c3cccc(C(F)(F)F)c3)CC2)nc2c1nnn2Cc1cccc(F)c1
→ 1	-0.2	-8	-1	-2	-1	-1	1	1	4
- Cc1cccc(N2CCN(C(=O)C3(S(=O)(=O)c4ccc(Cl)cc4)CC3)CC2)c1C
→ 7	-0.1	3	0	4	0	-2	1	2	9
- CCn1cc(C(=O)NCCC(=O)NCCCO)c(=O)c2cc3c(cc21)OCO3
→ -17	0.7	-14	-6	4	6	8	8	7	-9
- Cn1c(CNC(=O)c2ccc(F)cc2)nc2ccccc21
→ 12	-0.4	0	5	-2	0	1	0	2	4
- O=S(=O)(c1ccc(F)cc1)N1CCN(Cc2cc3c(cc2Br)OCCO3)CC1
→ 5	0.3	5	-19	-11	1	-4	9	0	1
- Cc1ccc(C(=O)OCC(=O)Nc2sc3c(c2C#N)CCCC3)cc1NC(=O)c1ccco1
→ 2	-1.3	-42	-33	-37	-2	6	-6	1	5
- c1ccc2c(c1)CCCN2Cc1nnnn1C1CCCC1
→ -6	1.0	0	5	3	1	6	-1	-3	-7
- CCOC(=O)N1CCN(C(=S)Nc2cccc(C)c2)CC1
→ 10	1.5	3	2	8	-1	-1	4	-3	0
- Cc1ccc(NS(=O)(=O)c2csc(C(N)=O)c2)cc1C
→ 3	1.7	-1	1	0	0	-3	-2	-4	-4
- Cc1cc(CN2CCCCC2)oc1C(=O)O
→ 8	-0.8	4	2	1	1	3	3	-1	5
- S=C(Nc1cccc(Cl)c1)OCCN1CCCC12CCC(c1ccccc1)CC2 (centres undefined)
→ 12	.	-5	2	.	-4	44*	0	2	.
- CCc1cc(Cn2nc(-c3ccccc3)cc2C(=O)NCc2cccc(Br)c2)on1
→ -8	0.1	-109	-116	-114	3	2	0	2	0
- CC(=O)NC1(C(F)(F)F)C(=O)Nc2c1c(=O)[nH]c(=O)n2-c1ccccc1 (centres undefined)
→ -25	1.3	-1	-5	2	4	0	4	2	-7
- O=C(c1ccccc1)C1N=NCC1c1ccc(Cl)cc1 (centres undefined)
→ 2	0.4	2	-5	-27	0	2	8	-1	2
- COc1ccc(CCN(Cc2cc3cc(C)cc(C)c3nc2Cl)C(=O)C2CC2)cc1
→ -7	0.7	-7	-9	-39	4	1	-5	2	-4
- CC1CC(C)CN(CC(O)COCCOc2ccc(Br)cc2)C1 (centres undefined)
→ -12	1.1	-2	-1	-1	-1	-4	4	5	0
- CN1C(=S)SC(/[N+]([O-])=C\c2cccs2)C1(C)C (centres undefined)
→ -12	0.6	0	-4	-4	4	6	-3	1	-12
- C=CCN1C(=O)c2n[nH]c(C(C)C)c2C1c1ccc(C)cc1 (centres undefined)
→ 5	0.0	2	2	.	2	2	0	-2	-7
- Cc1ccccc1NC(=O)Nc1cnccn1
→ 1	3.3	-7	-3	-2	-1	5	8	2	2
- COc1cccc(NC(=O)CNC(=O)c2cccs2)c1
→ 8	-0.3	16	0	7	2	2	6	0	-6
- O=C(CCN1C(=O)CSc2ccccc21)Nc1ccc(OC(F)(F)F)cc1
→ -1	0.1	1	-9	-13	0	3	4	0	-8
- COc1ccc(NC(=O)CS(=O)c2ccc(Br)cc2)cc1 (centres undefined)
→ 5	-0.1	-4	5	1	3	4	-4	-4	5
- O=C(O)CCn1c(CO)nc2ccccc21
→ -2	0.8	-3	0	-1	-1	-6	7	0	6
- COc1ccc(Br)cc1CNC(=O)CCCc1cn(C)c2ccccc12
→ -4	1.4	15	-16	-20	3	-3	1	3	-6
- COc1ccc(CNC(=O)CN2C(=O)NC3(CCCCCC3)C2=O)cc1
→ -2	0.6	-3	1	-1	8	-2	2	-1	6
- Cn1ncc2c(Nc3ccccc3Br)ncnc21
→ -7	1.1	1	1	6	3	1	-6	-3	0
- COC(=O)Cc1nnn2c1CC(OC)c1cc(Br)ccc1-2 (centres undefined)
→ 3	0.6	2	1	.	-2	-3	-2	6	0
- O=C(Nc1cccnc1)c1ccc(Br)c(S(=O)(=O)N2CCCC2)c1
→ -4	-2.0	2	-11	0	4	-1	5	3	-12
- N#C/C(=C\c1ccc(O)c(O)c1)C(=O)N1CCc2ccccc21
→ -2	-1.9	8	55*	71*	3	8	-5	-7	12
- O=c1[nH]c2ccccc2nc1/C=C/c1ccc(Cl)cc1
→ -2	2.3	1	-3	-2	-1	0	1	-1	7
- CCCn1c(CCC(=O)O)nc2cc(S(=O)(=O)N3CCCC3)ccc21
→ -27	-2.1	-35	-49	-17	7	-3	-6	0	-36

Three entries out of the list, sorted by SMILES length, falling.
Values run as follows: TDP2 inh	PG9 Ab binder	SIAE inh	ABHD4 inh	HTRA1 inh	UHRF1 MBD2 ctr	PRMT1 FP inh	Tn7 DDE FP	LEDGF integ inh	TCR-CD3 inh
- O=C(Nc1cccnc1)c1ccc(Br)c(S(=O)(=O)N2CCCC2)c1
→ -4	-2.0	2	-11	0	4	-1	5	3	-12
- COC(=O)Cc1nnn2c1CC(OC)c1cc(Br)ccc1-2 (centres undefined)
→ 3	0.6	2	1	.	-2	-3	-2	6	0
- Cn1ncc2c(Nc3ccccc3Br)ncnc21
→ -7	1.1	1	1	6	3	1	-6	-3	0

Next section.
Values run as follows: TDP2 inh	PG9 Ab binder	SIAE inh	ABHD4 inh	HTRA1 inh	UHRF1 MBD2 ctr	PRMT1 FP inh	Tn7 DDE FP	LEDGF integ inh	TCR-CD3 inh
- CCN1C(=O)[C@H]2[C@@H](c3ccc(-c4cccc(Cl)c4)cc3)N[C@@](CC(C)C)(C(=O)OC)[C@H]2C1=O
→ 2	-1.0	-3	-1	-1	0	0	-4	-1	1
- O=C(CNC(=O)C(c1ccccc1)c1ccccc1)N/N=C\c1cccc(O)c1
→ -6	0.6	-4	-2	-9	-1	-1	8	-5	3
- Cc1ccc(/C=C/C(=O)OCC(=O)Nc2ccc3[nH]c(=O)[nH]c3c2)o1
→ 0	-1.9	9	-1	3	0	7	-5	-3	-3
- COc1cc(/C=C/C(=O)c2cccc([N+](=O)[O-])c2)cc(OC)c1OC
→ -9	-2.5	5	-3	-1	2	1	-12	2	7
- N#Cc1ccsc1NC(=O)CSc1nnc(NC2CC2)s1
→ -8	-1.6	0	0	-4	1	-4	-9	5	-4
- Cc1cccc(OCC(=O)O/N=C(\N)c2ccccn2)c1
→ 5	-0.5	10	4	-5	-2	0	-9	2	0
- Cc1cc(=O)oc2cc(OCC(=O)N3CCc4ccccc4C3)ccc12
→ 1	0.1	-7	-2	4	-2	2	3	0	6
- OCC[n+]1ccc(/C=C/c2c[nH]c3ccccc23)cc1
→ -5	-16	6	-5	-2	-353	2	-57	-3	-4
- CCOc1ccccc1NC(=O)C1CCCN(c2c(CC)c(C)nc3ncnn23)C1 (centres undefined)
→ 0	-1.2	1	-2	-1	1	0	2	4	-2
- CN(C)c1ccc(P(=O)(OCc2ccccc2)C(O)c2cccnc2)cc1 (centres undefined)
→ 4	-3.4	6	-2	4	0	-1	2	-1	6
- CCOC(=O)[C@]12CCCC=C1N(CCCOC)C(=O)[C@@H]2CC(=O)N1CCN(C(=O)c2ccco2)CC1
→ 8	.	4	-3	.	0	5	-5	2	.

No enrichment for hits; 4.2% or so of the library scored in one or more.
